Rtt109 Vps75 – inhibitors of Candida albicans Rtt109/Vps75 histone acetyltransferase | purified Rtt109/Vps75, ThioGlo CoA-SH fluorescence, 4 h | inhibition, % at 34.9 µM | AID 540336 | 330,000 tested, 0.16% active | Q5AAJ8;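 active = inhibition of at least 50% in every replicate; inconclusive = best replicate reaches 50% inhibition but some replicates fall short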
Target sequence (Q5AAJ8 whole entry, looked up): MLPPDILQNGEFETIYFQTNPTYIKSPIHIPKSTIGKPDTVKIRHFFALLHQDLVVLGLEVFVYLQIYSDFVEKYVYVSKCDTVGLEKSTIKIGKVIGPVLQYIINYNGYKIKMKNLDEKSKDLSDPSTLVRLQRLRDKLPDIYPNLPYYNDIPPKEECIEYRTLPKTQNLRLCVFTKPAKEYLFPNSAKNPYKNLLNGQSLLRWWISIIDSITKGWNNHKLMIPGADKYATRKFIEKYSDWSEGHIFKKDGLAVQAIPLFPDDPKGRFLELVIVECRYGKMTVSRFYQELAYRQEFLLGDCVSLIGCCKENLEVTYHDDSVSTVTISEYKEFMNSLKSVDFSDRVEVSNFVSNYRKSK
Keap1-Nrf2 PPI – inhibitors of human Keap1-Nrf2 protein-protein interaction; 340,000 tested, 0.15% active; AID 504523; Keap1 Kelch-Nrf2 peptide fluorescence polarization, 1536-well; Q14145; inhibition, % at 9.4 µM; in the data active = inhibition above about 12%; inconclusive = no clear call, values can overlap the other calls; inactive = below about 7.3%;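 note: human Keap1 Kelch domain with fluorescein labeled Nrf2 9mer peptide probe; 0% = neutral control wells and 100% = peptide positive control; higher means more block of Keap1 binding to Nrf2 peptide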
LANA DNA inh – KSHV C-LANA DNA binding inhibition; MBP-C-LANA/FAM-LBS DNA binding, fluorescence polarization; inhibition, % at 9 µM; 340,000 tested, 0.078% active; AID 504423;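 active = highest replicate inhibition at or above 60% at 9 µM, even if other replicates fall short; inactive = all replicates below 60% inhibition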;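 note: 0% = neutral control wells and 100% = 4 µM acridine orange control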
Cardiac RTF inh – cardiac RTF calcium desensitization; inhibition, % at 7.15 µM; IANBD-labeled cardiac RTF, Ca2+ fluorescence; P19429+P45379; 340,000 tested, 0.12% active;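 active = inhibition above the mean inhibition of all tested compounds plus 3 SD, cut at about 17% in these data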;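 note: assay run at fixed EC70 calcium of 1.6 mM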
PKA-R2B act – activators of human PKA-R2B complex; P22694+P31323; 340,000 tested, 0.079% active; AID 504700; PKA-R2B holoenzyme dissociation, Cy5-IP20 fluorescence polarization; R2B truncated from residue 108, S112A mutant; 0% DMSO only, 100% 113 µM cGMP; activation, % at 11.4 µM;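 active = activation above a cutoff set at the mean over all compounds plus 3 SD, cut at about 18% in these data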;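 note: higher means more holoenzyme dissociation and a rise in polarization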
Target sequence (P31323 whole entry, looked up, other chains not shown, the tested form may be a part): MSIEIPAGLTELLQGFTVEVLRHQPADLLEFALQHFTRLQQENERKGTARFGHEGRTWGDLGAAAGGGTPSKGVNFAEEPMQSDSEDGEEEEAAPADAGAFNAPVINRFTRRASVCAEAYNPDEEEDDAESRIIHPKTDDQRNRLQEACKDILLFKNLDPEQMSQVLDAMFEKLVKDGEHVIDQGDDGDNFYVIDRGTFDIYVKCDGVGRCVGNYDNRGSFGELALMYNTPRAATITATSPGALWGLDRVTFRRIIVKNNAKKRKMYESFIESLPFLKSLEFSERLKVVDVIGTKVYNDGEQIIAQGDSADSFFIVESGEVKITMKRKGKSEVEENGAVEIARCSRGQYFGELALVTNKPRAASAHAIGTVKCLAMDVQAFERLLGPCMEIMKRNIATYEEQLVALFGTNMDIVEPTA
cardiac RTF act – increases calcium sensitivity of human cardiac regulated thin filaments | 340,000 tested, 0.24% active | AID 493008 | activation, % at 7.2 µM | P19429+P45379 | IANBD-labeled TnC RTF fluorescence at EC20 calcium; 0% EC20 calcium, 100% full calcium;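 active = activation above the mean over all tested compounds plus 3 SD, cut at about 30% in these data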;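 note: rise in fluorescence read as greater calcium sensitivity of cardiac thin filaments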
DAGLB inhibitor – blocks human DAGLB lipase activity | Q8NCG7 | HEK293T DAGLB membrane lysate, EnzChek fluorogenic substrate | inhibition, % at 5.17 µM | 340,000 tested, 0.059% active | AID 504411; in the data active = inhibition above about 34%;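 note: 0% = enzyme with vehicle and 100% = wells lacking enzyme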
CAL PDZ FP-1 – inhibitors of human CAL PDZ peptide binding; 330,000 tested, 0.02% active; purified CAL PDZ, TMR-peptide fluorescence polarization, 1 h; inhibition, % at 20 µM; AID 504414; Q9HD26;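 active = highest replicate inhibition of at least 40%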;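 note: plate controls were DMSO neutral control wells for no effect and unlabeled competitor peptide control wells for full effect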
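material = purified tagged CAL PDZ domain construct (CerCALP) | compound dosing = 20 µM, one dose | times = 1 h at RT | measured by = fluorescence polarization from S- and P-plane intensities, G-factor corrected | read-out = inhibition from polarization loss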
CAL PDZ FP-2 – inhibitors of human CAL PDZ peptide binding; Q9HD26; purified CAL PDZ, TMR-peptide fluorescence polarization, 1 h; inhibition, % at 24.9 µM; 300,000 tested, 0.92% active; AID 602252;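 active = mean inhibition of at least 30% with at least half of replicates also reaching 30%; inconclusive = no clear call, values can overlap the other calls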;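 note: 0% = DMSO neutral control and 100% = excess unlabeled competitor peptide PRC23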
SR-BI DiI-HDL act – enhances SR-BI lipid uptake from DiI-HDL; CHO ldlA[mSR-BI] cells, DiI-HDL uptake fluorescence, 3 h; 100 = double the neutral-control signal; activation, % at 12.5 µM; 320,000 tested, 0.096% active; AID 504775;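 active = mean replicate activation of at least 60% and every replicate at or above 60%; inconclusive = mean or all-replicate condition met, but not both; inactive = mean below 60% and not all replicates reaching 60%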;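 note: 0% = median plate neutral-control signal and 100% = twice that signal; values of inactives mirror those of a sister screen read the other way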
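Material: SR-BI-overexpressing, LDLR-lacking CHO cells | Dosing: Single compound concentration, delivered by pin transfer | Probe or stimulus: Labelled HDL, 10 µg/mL | Signal: Bottom-read cell fluorescence after medium removal, ex 550/em 595 nm | Schedule: 3 h, 37 °C | Evaluation: HDL uptake via cellular fluorescence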
An asterisk follows results filed as active; ? = inconclusive; / = not tested or not shown.

SMILES	Rtt109 Vps75	Keap1-Nrf2 PPI	LANA DNA inh	Cardiac RTF inh	PKA-R2B act	cardiac RTF act	DAGLB inhibitor	CAL PDZ FP-1	CAL PDZ FP-2	SR-BI DiI-HDL act
COc1ccc(OC)c(NC(=O)C23CCC(C)(C(=O)C2)C3(C)C)c1 (stereo unspecified)	-5	3	-0.4	0	-10	-3	0	-2.3	2	/
O=C(NNc1cccc(Cl)n1)c1c(F)cccc1F	-1	-3	1.3	-7	0	1	-2	-0.1	-5	5
O=C(CN1C(=O)NC2(CCCC2)C1=O)Nc1nc2c(F)cc(F)cc2s1	1	-1	1.7	-4	-1	-4	2	-0.7	/	-15
Cc1ccc(OCCN2C(=O)c3ccccc3C2=O)cc1	7	-6	1.4	-9	-1	8	-13	-2.6	/	-3
Nc1cc(=O)[nH]c(SCC(=O)Nc2cc([N+](=O)[O-])ccc2Cl)n1	3	3	-0.8	12	0	5	2	-1.2	-4	8
O=C(Nc1ccc(N2CCOCC2)c(Cl)c1)c1ccc([N+](=O)[O-])o1	-2	-1	-0.1	-3	-3	2	3	-2.1	1	-49
CC(=O)N1CCN(S(=O)(=O)c2cccc(C(=O)Nc3ccccc3N3CCCCC3)c2)CC1	-4	-6	-0.4	-7	-6	-16	-1	-0.6	-6	-2
COc1cccc(C2CC(=O)Nc3n[nH]c(-c4ccccc4)c32)c1OC (stereo unspecified)	1	0	0.7	1	0	2	1	0.4	-7	-30
O=C(O)c1cc(-c2ccccc2Cl)n[nH]1	11	-5	1.5	-18	-3	1	2	-2.5	-2	36
O=C(O)CN=C1NC2(CCCC2)Cc2ccccc21	-13	2	-0.2	-9	1	-1	1	-0.2	-1	34
CC1CCCN(C(c2cccs2)c2nnnn2Cc2ccccc2)C1 (stereo unspecified)	3	0	-3.1	-4	-4	-2	-6	-0.1	-8	16
CSc1nc(N)c2c(C)c(C)sc2n1	-6	-4	0.6	0	-9	-5	0	-0.8	4	-8
O=C(NC1CCOCC1)C1CCC(=O)N(CCc2ccc(Cl)cc2)C1 (stereo unspecified)	-9	-4	0.6	1	1	6	-1	-1.1	-5	19
Cc1ccc(S(=O)(=O)N2CCC(C(=O)NCc3ccccc3Cl)CC2)cc1	-1	-5	-0.5	0	-6	12	-4	0.0	/	15
O=S(=O)(c1ccc(C(F)(F)F)cc1)N1CCCN(c2ccc(C(F)(F)F)cn2)CC1	-1	-8	1.1	/	/	/	/	-0.1	-1	-2
COc1cccc(C(=O)c2c[nH]c(C(=O)NCCCN3CCOCC3)c2)c1	0	-4	-0.3	-6	4	6	0	-0.7	/	16
OCC1(CCCc2ccccc2)CCN(Cc2cc(F)ccc2F)CC1	-4	3	0.1	-5	2	1	-3	-2.8	-5	-3
CCC(C)C(NC(=O)CCC(=O)OCC(=O)[C@@]1(O)CCC2[C@@H]3CCC4=CC(=O)C=C[C@]4(C)C3[C@@H](O)C[C@@]21C)C(=O)O (stereo partly specified)	-3	0	1.0	-2	-2	0	1	0.1	-7	12
O=c1[nH]ncc(N/N=C\c2cccs2)c1Cl	-8	-2	0.4	-13	-5	0	2	-2.0	-3	19
C/C=C1\COC(C(=O)NCCCN2CCCC2=O)(C(F)(F)F)C=C1C=C(C)C (stereo unspecified)	6	-12	1.7	-5	-8	3	3	0.9	-1	10

Looked up by compound from the entries so far (2):
SMILES	Rtt109 Vps75	Keap1-Nrf2 PPI	LANA DNA inh	Cardiac RTF inh	PKA-R2B act	cardiac RTF act	DAGLB inhibitor	CAL PDZ FP-1	CAL PDZ FP-2	SR-BI DiI-HDL act
Nc1cc(=O)[nH]c(SCC(=O)Nc2cc([N+](=O)[O-])ccc2Cl)n1	3	3	-0.8	12	0	5	2	-1.2	-4	8
CC(=O)N1CCN(S(=O)(=O)c2cccc(C(=O)Nc3ccccc3N3CCCCC3)c2)CC1	-4	-6	-0.4	-7	-6	-16	-1	-0.6	-6	-2

Continued:
SMILES	Rtt109 Vps75	Keap1-Nrf2 PPI	LANA DNA inh	Cardiac RTF inh	PKA-R2B act	cardiac RTF act	DAGLB inhibitor	CAL PDZ FP-1	CAL PDZ FP-2	SR-BI DiI-HDL act
O=c1c2c(-c3cccs3)csc2ncn1-c1ccccc1	-3	-2	-1.8	3	-5	-1	0	-1.0	-1	-18
Cc1ccc(NC(=O)CSCc2c(C)noc2C)cc1C	-4	2	0.5	-6	4	5	3	/	5	-19
COc1cc(C=O)cc(OC)c1OS(=O)(=O)c1ccc(NC(C)=O)cc1	2	-2	0.2	-5	-5	7	0	-2.0	-2	0
CCC(C)Sc1nc2ccccc2n1CC(=O)O (stereo unspecified)	-3	1	0.9	-4	-10	3	-2	/	-7	-5
CN(C)S(=O)(=O)c1ccc(N2CCCC2)c(C(=O)NCC(=O)Nc2ccc(F)c(F)c2)c1	5	3	-0.5	-9	6	-1	2	-0.8	-2	-8
COC(=O)c1c(NC(C)=O)sc2c1CCN(Cc1ccccc1)C2	2	-9	-0.8	-2	-2	2	0	-2.6	/	-9
COc1ccc2c(c1)[nH]c1c(=O)n(/N=C/c3ccc(OC)c(CN4CCCCC4)c3)cnc12	14	4	1.9	-9	1	-2	-2	-2.7	-3	23
CCOC(=O)c1ccc(NC(=O)Nc2ccc(S(N)(=O)=O)cc2)cc1	7	-3	0.0	-3	-5	5	-2	-16	-15	11
N#CCOC(=O)C1CCN(S(=O)(=O)c2ccc3c(c2)OCCO3)CC1	/	/	/	-5	-8	4	3	-1.5	-3	21
Cc1ccc(C(=O)C(O)C(c2ccc(C)cc2)N2CCCCC2)cc1 (stereo unspecified)	1	-8	-0.3	-11	2	-2	-4	-1.7	0	8
CC(C)CNC(=O)c1ccc2c(c1)C(=O)N(C1CCCCC1)C2=O	/	-6	0.3	-2	-7	0	-3	-1.2	-2	-25
COc1cc(C2N(Cc3ccccc3)CCN2Cc2ccccc2)ccc1OC(C)=O	-1	-3	-0.9	-11	-6	-2	-7	0.0	-2	14
CCOc1ccc2oc(C(=O)NC3CCN(Cc4ccccc4)CC3)c(C)c2c1	-13	-2	-0.8	-2	3	4	1	-3.9	-2	3
Cc1ccc(CS(=O)(=O)CCC(=O)NCCN2CCCCC2C)cc1 (stereo unspecified)	-6	-3	2.9	1	9	3	3	-0.6	-4	8
CC(=O)Nc1ccc2nc(CN3CCN(CC=C(C)C)C(CCO)C3)ccc2c1 (stereo unspecified)	9	3	1.1	5	-11	0	-3	-1.6	-3	27
COc1cc(C2NC(=O)NC(O)(C(F)(F)F)C2C(C)=O)cc(OC)c1OC (stereo unspecified)	-4	-5	-0.2	-7	-4	-3	2	0.3	-5	-5
CC1(C)CC2(C)Nc3ccccc3N2C(=S)N1 (stereo unspecified)	6	0	0.8	-4	-13	14	2	0.4	-4	-3
CCN1CCN(CC(=O)Nc2cc3c(cc2C(C)=O)OCO3)CC1	-1	1	0.9	-9	0	-4	2	0.4	0	/
CCOc1ccccc1N1CCN(C(=O)CCCc2nc3ccccc3s2)CC1	7	-1	-4.8	4	-2	-2	0	0.1	-3	/
CCN(CC)S(=O)(=O)c1cccc(-c2nnc(SCC(=O)NC3CCCCCCC3)n2N)c1	15	-1	0.7	-2	-12	0	-1	-1.2	/	-4
CCCCC(=O)Nc1ccc2c(c1)nc1n2CCSC1	3	-8	-2.0	-10	10	-5	0	-0.4	-2	-23
O=C1CC(Sc2ncccn2)C(=O)N1c1ccccc1C(F)(F)F (stereo unspecified)	3	1	0.5	-22	4	-4	-3	-1.7	-7	10
CC(C)(C)C(=O)NC(=S)Nc1ccc(Cc2ccncc2)cc1	-1	-2	1.2	0	13	-5	-2	-0.7	-5	-5
CC(c1ccccc1)N(CC(=O)NC1CCCCC1)S(=O)(=O)c1cccc(C(F)(F)F)c1 (stereo unspecified)	2	0	0.1	8	-1	-6	-9	0.0	-6	18
CCC(=O)c1ccc(N2CCOCC2)c(F)c1	1	0	1.4	-5	-5	6	-4	-1.5	2	-3
COC(=O)c1ccc(C)c(-n2c(=O)n(Cc3ccccc3)c(=O)c3[nH]cnc32)c1	-6	-4	-0.8	-6	12	5	-2	/	-6	/
Cn1cncc1C#Cc1ccc2cc(C3(O)CCCCC3)oc(=O)c2c1	3	1	5.5	-5	8	-4	-4	-0.9	-1	-18
CCc1ccccc1NS(=O)(=O)Cc1ccccc1	0	1	-1.8	-2	5	1	-4	-0.6	-2	-9
N#CC1=C2SCC(O)(c3ccccc3)N2C(=O)CC1c1cccs1 (stereo unspecified)	25	-2	-1.2	3	-7	1	0	-2.2	/	-5
CCOC(=O)CS(=O)(=O)c1ccc(O)cc1	8	-6	-0.6	6	-4	-2	0	/	-5	-8
CSc1nc(=O)n2cccc(C)c2n1	?	-2	0.1	-8	-1	1	-1	-2.6	/	17
CCOc1cc(C)c(C(C)C)cc1S(=O)(=O)N1CCOCC1	2	2	-1.0	-11	-3	-2	-5	0.0	0	0
O=C1NC(Nc2nccs2)(C(F)(F)F)C(=O)N1CCc1ccccc1 (stereo unspecified)	8	-3	0.9	-3	-10	-1	-5	-0.2	2	18
FC(F)(F)c1cccc(Nc2ncnc3ccccc23)c1	16	-6	-1.7	0	-1	-3	-1	-0.6	3	3
Cc1csc(NC(=O)C2=NN(c3ccccc3)C(=O)CC2)n1	-1	1	0.7	8	-2	2	-1	/	4	-4
Cc1ccnc(NS(=O)(=O)c2cccc3nsnc23)c1	-6	0	0.7	-8	-2	0	-1	-0.5	-3	21
O=C(c1ccc([N+](=O)[O-])cc1)N1CCSC1c1ccc(Br)cc1 (stereo unspecified)	8	-3	0.0	9	-17	0	-3	0.7	-5	-4
Cc1cc(C(=O)OCC(=O)c2cccc([N+](=O)[O-])c2)c2ccccc2n1	1	2	-1.3	-3	1	-7	0	-1.1	-2	15
CC(C)Sc1nnc(-c2ccc(S(=O)(=O)N3CCOCC3)cc2)n1C	-3	0	-1.1	5	8	-1	-1	-1.4	0	/
C=CCn1c(SCC(=O)N2CCOCC2)nc(O)c(Cc2ccccc2)c1=O	-5	-2	1.3	-9	6	-5	-2	0.2	0	15
Nc1nc(SCc2ccccc2Cl)n[nH]1	1	-8	-0.4	1	2	8	2	/	1	6
Cc1ccc(O)c(NC(=O)c2cc([N+](=O)[O-])ccc2Cl)c1	-1	1	-0.4	0	-12	-2	0	-2.5	-3	-10
CCOC(=O)N=Nc1c(O)n(Cc2ccccc2)c2ccccc12	/	0	-2.6	-5	-2	-7	1	-1.7	0	-8
O=C1C=C(c2ccc(Oc3ccccc3)cc2)C[C@@H](c2ccc3c(c2)OCO3)C1	-3	-4	0.9	-8	-16	-2	-13	0.1	-1	-21
c1ccc2c(-c3nn4nnnc4c4ccccc34)cccc2c1	-2	-5	-0.3	1	1	4	1	-2.4	-2	-16

From PubChem BioAssay
